Bioassay records from PubChem.
MK inhibit – S. pneumoniae MK inhibitors, primary screen, biochemical, PK/LDH-coupled NADH absorbance | purified MK, PK/LDH-coupled NADH absorbance 340 nm | inhibition, % at 10 µM | 65,000 tested, 0.48% active;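 active = ranked among the strongest by inhibition in the single 10 µM screen, a fixed top-ranked set picked for dose follow-up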; also: no value below 0 was filed
LYP inhibition – LYP phosphatase inhibitors, primary screen, biochemical, DiFMUP fluorescence, recombinant catalytic domain, 10 µM (AID 606); Tyrosine-protein phosphatase non-receptor type 22 (Homo sapiens); recombinant LYP catalytic domain, DiFMUP fluorescence; higher % means a stronger effect; 52,000 tested, under 10 active; inhibition, % at 10 µM, or IC50 in µM where a hit was titrated;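 active = IC50 under 40 µM in the dose-response test; inactive = IC50 of 40 µM or more, or never dose-tested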
Spn DPM-DC inh – S. pneumoniae DPM-DC inhibitors, primary screen, biochemical, PK/LDH-coupled NADH fluorescence; purified DPM-DC; calls only at 10 µM; 65,000 tested, 0.49% active; AID 556, 2006;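 active = the 320 compounds with the highest percent inhibition in the single-dose primary screen, excluding strongly autofluorescent ones, cut at about 32% in these data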;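 also: kinetic rate of NADH fluorescence loss reporting ADP formed by the decarboxylase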
HPDE-C7 cytotoxicity – cytotoxicity in HPDE-C7 cells, cell-based, fluorescence, HTS (AID 430). HPDE-C7 pancreatic duct cells viability, fluorescence; higher % means a stronger effect. one-dose cytotoxicity, % at 10 µM; EC50 in µM for titrated hits. 63,000 tested, 1.8% active;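 also: cells exposed to compound for 48 hours before viability readout; 0% = vehicle and 100% = reference cytotoxic drug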
KRASV12 cytotoxicity – cytotoxicity in KRAS-transformed pancreatic duct cells, primary screen, cell-based, fluorescence, HTS (AID 431). cytotoxicity, % at 10 µM; hits with a dose series show EC50 in µM. HPDE-C7K KRASV12 cells, Alamar Blue viability, 48 h; higher % means a stronger effect. 63,000 tested, 1.7% active;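 active = compounds whose percent cytotoxicity in the single-dose primary screen, scaled between solvent and toxic-drug controls, exceeds 50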;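 also: 0% = DMSO solvent wells and 100% = doxorubicin-treated wells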
HT1080 cytotoxicity – cytotoxicity in HT1080 fibrosarcoma cells, cell-based, fluorescence readout (AID 620) | cytotoxicity, % at 10 µM, or EC50 in µM where a hit was titrated | 87,000 tested, 0.42% active | HT1080 viability, fluorescence; higher % means a stronger effect;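 also: cells exposed to compound overnight then 4 h with Alamar Blue; 0% = vehicle DMSO and 100% = killing control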
TNAP inhibition – human TNAP enzyme inhibitors, biochemical, luminescent (AID 518) | one-dose inhibition, % at 20 µM; IC50 in µM for titrated hits | Alkaline phosphatase, tissue-nonspecific isozyme (Homo sapiens) | 64,000 tested, 0.09% active | purified TNAP enzyme, luminescent substrate readout; higher % means a stronger effect; in the data active = a potency from the dose series; inactive = the rest, 99 in 100 with inhibition below about 22%;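 also: plate controls were vehicle for no effect and reference inhibitor for full effect; many of its hits are not listed in these tables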
Spn PMK inh – S. pneumoniae PMK inhibitors, primary screen, biochemical, mevalonate pathway, pilot trial included | phosphomevalonate kinase (Streptococcus pneumoniae D39) | purified PMK, PK/LDH-coupled NADH absorbance 340 nm | inhibition, % at 10 µM | 65,000 tested, 0.49% active;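 active = top-ranked compounds by inhibition in the single 10 µM screen, taking a fixed number of the strongest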;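 also: 0% = full reaction with DMSO carrier and 100% = background rate without enzyme reaction; no value below 0 was filed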
Bfl-1 inhibitors – Bfl-1 inhibitors, primary screen, biochemical, fluorescence polarization, FITC-Bid, mouse (AID 432); Bcl-2-related protein A1 (Mus musculus); FITC-Bid BH3 peptide fluorescence polarization displacement; higher % means a stronger effect; displacement, % at 20 µM; hits with a dose series show IC50 in µM; 64,000 tested, 0.02% active; in the data active = a potency from the dose series; inactive = the rest, 99 in 100 with displacement below about 15%; also: strong numbers were not always called active
Spn PMK inh pilot replicates – further read-out of Spn PMK inh, marked with its call; inhibition, %; measured here: pilot screen replicates
MK inhibit pilot replicates – also measured in MK inhibit; calls as there; inhibition, %; measured here: pilot screen replicates
Spn DPM-DC inh pilot screen % – also measured in Spn DPM-DC inh; calls as there; inhibition, %; measured here: pilot screen trials
Active calls of the source: *; i = inactive; . = not tested or not shown. Rule as the data show it, unless noted: active = cytotoxicity above about 50%; inactive = the rest.

SMILES	MK inhibit	LYP inhibition	Spn DPM-DC inh	HPDE-C7 cytotoxicity	KRASV12 cytotoxicity	HT1080 cytotoxicity	TNAP inhibition	Spn PMK inh	Bfl-1 inhibitors	others
CCC1(C)Cc2c(sc3nc(SCC(=O)O)[nH]c(=O)c23)CO1 (stereo not drawn)	9	7%	i	-14%	0%	4%	16%	3	-2%	Spn PMK inh pilot replicates=0.0;MK inhibit pilot replicates=0.0;Spn DPM-DC inh pilot screen %=0.0
COCc1nnc(NS(=O)(=O)c2ccc(NC(C)=O)cc2)s1	0	.	i	-20%	-8%	-14%	10%	13	-3%
O=C(c1cnn2c(C(F)(F)F)cc(-c3ccccc3)nc12)N1CCOCC1	6	8%	i	-10%	2%	-8%	9%	11	-4%
Cc1cccc(-n2c(O)c(C=NCCCN3CCOCC3)c3ccccc3c2=O)c1	5	.	i	-18%	-5%	11%	-2%	4	0%
COc1ccc2cc3c(N)c(C(=O)N4CCCC4)sc3nc2c1	2	.	i	10%	-2%	3%	11%	19	-1%
CC1CCN(S(=O)(=O)c2cn(CC(=O)N3CCN(C)CC3)c(=O)c3ccccc23)CC1	3	10%	i	7%	-1%	-4%	14%	17	-3%	Spn PMK inh pilot replicates=2.0;MK inhibit pilot replicates=1.5;Spn DPM-DC inh pilot screen %=0.5
CCCCOC(=O)CCc1nc2ccccc2[nH]1	0	-6%	i	-11%	-7%	4%	12%	0	-5%
c1ccc(CNc2ccc3ccccc3n2)nc1	0	3%	i	4%	-4%	-4%	4%	0	2%
N#Cc1nc(-c2ccc(F)cc2)oc1NCc1ccccc1	0	-4%	.	-17%	-2%	7%	-4%	1	0%
N#CC1=C(N)SC(N)=C(C#N)C1Cc1ccccc1	7	10%	i	42%	48%	-1%	13%	2	-6%
COc1nc(NCc2ccc(Cl)cc2)nc(OC)n1	4	6%	i	-14%	-15%	4%	1%	0	3%
CC1C2CC(CC1(C)C)N(C(=O)Nc1ccc3nccnc3c1)C2 (stereo not drawn)	3	11%	.	-2%	-1%	4%	3%	0	-7%
CCCC(O)(CCN1CCOCC1)c1ccc(Br)cc1 (stereo not drawn)	10	24%	i	-3%	5%	8%	8%	9	0%
CN(C)CCCNC(=O)Cc1ccc(Br)cc1	8	0%	i	-4%	-9%	-4%	5%	8	-1%
O=C(CN1CCN(c2ccccc2)CC1)Nc1nnc(-c2ccccc2)s1	6	.	i	8%	2%	3%	14%	12	-10%
CCOC(=O)CNC(=O)CCCCCC(=O)NCC(=O)OCC	0	-1%	i	-2%	-2%	-11%	7%	0	0%
CCN(CC)C(=O)COc1ccc(-c2nnc(N3CCCCC3)c3ccccc23)cc1	4	13%	i	3%	8%	-9%	13%	6	-3%
N#Cc1c(N)nc(SCc2ccccn2)c(C#N)c1-c1cccs1	0	-22%	i	11%	15%	7%	13%	7	3%
CSc1nc2ccccc2n1Cc1cccc(F)c1	11	7%	i	4%	-1%	2%	9%	9	-6%
CC1(C)CC(=O)c2sc(N3CCCCC3)nc2C1	10	-2%	i	7%	18%	-9%	12%	7	-5%
CC(C)(C)n1ncc2c(=O)n(CC(=O)NCc3ccccc3Cl)cnc21	6	.	i	.	.	9%	.	12	.
CCOC(=O)c1[nH]c2ccc(C)cc2c1NC(=O)CN1CCCCC1	10	-2%	i	-2%	-2%	1%	7%	2	2%	Spn PMK inh pilot replicates=0.0;MK inhibit pilot replicates=1.5;Spn DPM-DC inh pilot screen %=17
COc1cccc(OC)c1OCC(C)CNCC1CCCO1 (stereo not drawn)	52*	6%	i	6%	4%	.	5%	0	-9%
Cc1nc2ccc(C(=O)c3ccccc3)cc2[nH]1	6	11%	i	-14%	1%	-7%	14%	4	-2%	Spn PMK inh pilot replicates=0.0;MK inhibit pilot replicates=0.0;Spn DPM-DC inh pilot screen %=0.0
Cn1c(SCC(=O)N2CCc3ccccc32)nc2cccnc21	3	13%	i	5%	5%	0%	-6%	6	8%
COc1ccc(OC)c(-c2nc(C(N)=O)c3[nH]c(=O)n(-c4ccc(F)cc4)c3n2)c1	0	0%	i	2%	6%	6%	6%	6	-5%
C=CCN1C(=O)C(CC(=O)O)SC1=Nc1c(C)n(C)n(-c2ccccc2)c1=O (stereo not drawn)	5	4%	i	-3%	-7%	.	4%	0	-1%
Cc1cn2c(-c3ccc(Cl)cc3)nnc2s1	7	6%	i	4%	11%	-1%	23%	2	-1%	Spn PMK inh pilot replicates=5.5;MK inhibit pilot replicates=1.5;Spn DPM-DC inh pilot screen %=1.0
O=C(Nc1nnc(-c2ccco2)s1)C1CC1	8	.	i	-8%	-5%	-3%	6%	10	-8%
COc1ccc(NC(=O)NC(C)c2ccncc2)cc1OC (stereo not drawn)	8	4%	i	3%	5%	-4%	4%	9	-8%
CCc1cc(=O)oc2cc(C)cc(O)c12	6	-12%	i	0%	9%	-1%	9%	15	-2%
CC(=O)c1cc2c(cc1NC(=O)c1cnc(C)cn1)OCO2	10	.	i	13%	5%	-15%	4%	0	-4%
N#Cc1c(-c2cccs2)cc(-c2ccccn2)nc1N	6	9%	.	42%	35%	-26%	16%	13	-1%
O=C(CCN1C(=O)c2ccccc2C1=O)Nc1ccc(S(=O)(=O)NC2=NCCCCC2)cc1	1	11%	i	-5%	2%	-2%	3%	18	-6%
CCOC(=O)C1=C(N)OC2=C(C(=O)CC(C)(C)C2)C1c1ccccc1OCC#N (stereo not drawn)	0	-11%	i	-1%	6%	1%	14%	15	-5%
COCCN1C(=O)c2ccccc2C(C(=O)NCCN(C)C)C1c1ccc(F)cc1 (stereo not drawn)	5	5%	.	-3%	1%	15%	3%	8	1%
COc1ccc(CCNC(=O)CSc2ncnc3c2oc2ccccc23)cc1OC	6	.	i	3%	-3%	-2%	4%	8	-2%
CCOC(=O)C1=C(O)C(=O)N(c2ccc(S(N)(=O)=O)cc2)C1c1ccccc1 (stereo not drawn)	6	6%	i	10%	18%	4%	22%	0	4%	Spn PMK inh pilot replicates=0.0;MK inhibit pilot replicates=0.0;Spn DPM-DC inh pilot screen %=2.5
CSC1=C(C#N)C(CC(C)C)C2=C(CCCC2=O)N1 (stereo not drawn)	9	-5%	i	11%	1%	-4%	8%	8	0%
CCN1CCCC1CN(Cc1cc2c(C)cc(C)cc2[nH]c1=O)C(=O)NC1CCCCC1 (stereo not drawn)	9	.	i	15%	10%	0%	8%	13	-7%
CCCCCn1c(CCCNC(=O)CC)nc2ccccc21	0	0%	i	-4%	3%	4%	7%	7	1%
COc1ccc(C)cc1NC(=O)c1cnc2scc(C)n2c1=O	0	-9%	.	-6%	-4%	0%	9%	9	-5%
COc1ccccc1N1CCN(C(=O)CN(c2ccccc2OC)S(=O)(=O)c2ccccc2)CC1	7	-33%	i	-11%	-11%	1%	9%	8	3%
Cc1cc(C)n(C(=O)CCCCCC(=O)n2nc(C)cc2C)n1	3	.	i	-31%	-9%	0%	9%	5	10%	Spn PMK inh pilot replicates=2.5;MK inhibit pilot replicates=0.0;Spn DPM-DC inh pilot screen %=4.0
CCOC(=O)c1ccc(NC(=O)CCc2nc(-c3ccc(Cl)cc3)no2)cc1	7	.	i	-4%	0%	0%	14%	11	-6%
N#Cc1ccccc1OCCN1C(=O)c2ccccc2C1=O	4	10%	i	-3%	-8%	0%	7%	7	6%
CCOC(=O)c1cccc(N2C(=O)c3ccccc3S2(=O)=O)c1	6	6%	i	-8%	-12%	6%	2%	5	-9%
CCOC(=O)c1ccccc1NS(=O)(=O)c1ccccc1F	3	8%	i	22%	23%	17%	12%	10	2%
CCn1c(SCC(=O)Nc2nc(C)c(C)s2)nnc1-c1ccco1	14	6%	i	-2%	-6%	-1%	14%	11	-13%
CCCCn1c(SCC(N)=O)nnc1-c1cc(OC)c(OC)c(OC)c1	3	16%	i	5%	2%	-5%	6%	16	-5%

An excerpt from above in order of SMILES length, smallest number first.
SMILES	MK inhibit	LYP inhibition	Spn DPM-DC inh	HPDE-C7 cytotoxicity	KRASV12 cytotoxicity	HT1080 cytotoxicity	TNAP inhibition	Spn PMK inh	Bfl-1 inhibitors	others
CN(C)CCCNC(=O)Cc1ccc(Br)cc1	8	0%	i	-4%	-9%	-4%	5%	8	-1%
CC1C2CC(CC1(C)C)N(C(=O)Nc1ccc3nccnc3c1)C2 (stereo not drawn)	3	11%	.	-2%	-1%	4%	3%	0	-7%
Cc1cccc(-n2c(O)c(C=NCCCN3CCOCC3)c3ccccc3c2=O)c1	5	.	i	-18%	-5%	11%	-2%	4	0%

Next part.
SMILES	MK inhibit	LYP inhibition	Spn DPM-DC inh	HPDE-C7 cytotoxicity	KRASV12 cytotoxicity	HT1080 cytotoxicity	TNAP inhibition	Spn PMK inh	Bfl-1 inhibitors	others
O=C(c1cc2nc(-c3ccco3)cc(C(F)(F)F)n2n1)N1CCN(c2ccc(F)cc2)CC1	13	6%	i	2%	8%	-8%	4%	2	3%
CCOC(=O)N1CCN(C(=O)CN(c2cc(Cl)ccc2OC)S(=O)(=O)c2ccccc2)CC1	8	14%	i	-5%	-3%	-7%	16%	13	-2%
O=C(CNS(=O)(=O)c1cccc2nsnc12)NCc1ccc(Cl)cc1	9	6%	i	-23%	-16%	4%	2%	0	-6%
O=S(=O)(NC1CCCC1)c1ccc(S(=O)(=O)N(Cc2cccs2)CC2CCCO2)cc1 (stereo not drawn)	8	2%	i	8%	10%	-5%	4%	0	-5%
Cc1cc2ccccc2c(=O)n1CC(=O)N1CCN(c2cccc(Cl)c2)CC1	2	-10%	i	3%	1%	-10%	8%	8	-4%
C=CCn1c(NC(C)c2cc(Cl)ccc2O)nc2ccccc21 (stereo not drawn)	9	11%	i	-4%	1%	-7%	-6%	14	-4%
CCN(CC)C(=O)CCCOc1ccc(Cl)cc1Cl	14	.	i	.	.	-11%	8%	15	-3%
CC(CCc1ccccc1)NC(=O)c1ccncc1 (stereo not drawn)	0	-1%	i	4%	-6%	0%	9%	10	-1%
O=C(CN1CCC(c2nc3ccccc3s2)CC1)NCc1cccs1	0	3%	i	-12%	15%	-1%	3%	16	-4%	Spn PMK inh pilot replicates=0.0;MK inhibit pilot replicates=0.0;Spn DPM-DC inh pilot screen %=0.0
Cc1cccn2c(=O)c3cc(C(=O)NCc4ccco4)c(=N)n(C(C)C)c3nc12	11	-3%	.	0%	-1%	0%	11%	1	0%
CCC(C)NC(=O)NC1C(NC(=O)NC(C)CC)N(C)C(=O)N1C (stereo not drawn)	5	10%	i	-8%	-20%	6%	-5%	9	-6%
CCOCCCNC(=O)N1CCOCC1	8	2%	i	-18%	-17%	5%	8%	4	1%
Cn1c(=O)c2c(SCC(=O)N3CCCc4ccccc43)nc(CC(C)(C)C)nc2n(C)c1=O	3	-7%	i	-16%	-6%	-3%	-2%	1	5%
